# Screening data as filed in PubChem BioAssay.
# OX1R antag = blocks the human orexin 1 receptor; OX1R-expressing cells, FRET antagonist read-out; inhibition, % at 6.6 µM; actives 1.8% (n = 330,000); in the data active = inhibition mostly above about 38%, no sharp cut-off; inactive = mostly below about 40%;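 also: 0% = agonist challenge alone and 100% = reference antagonist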
# Target sequence (O43613 whole entry, looked up): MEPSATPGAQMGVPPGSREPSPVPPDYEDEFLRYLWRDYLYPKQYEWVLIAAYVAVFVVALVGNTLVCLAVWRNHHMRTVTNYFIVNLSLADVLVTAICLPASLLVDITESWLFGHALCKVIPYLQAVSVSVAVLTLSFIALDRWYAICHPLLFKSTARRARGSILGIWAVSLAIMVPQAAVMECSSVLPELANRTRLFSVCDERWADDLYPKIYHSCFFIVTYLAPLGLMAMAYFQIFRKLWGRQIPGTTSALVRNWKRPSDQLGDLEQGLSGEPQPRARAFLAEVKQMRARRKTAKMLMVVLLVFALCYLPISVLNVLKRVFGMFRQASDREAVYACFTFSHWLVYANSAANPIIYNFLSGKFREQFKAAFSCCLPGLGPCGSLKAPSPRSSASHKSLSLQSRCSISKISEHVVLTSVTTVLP
# STK33 inh = human STK33 kinase inhibition | actives 0.073% (n = 320,000) | inhibition, % at 10 µM | Q9BYT3 | purified STK33, MBP phosphorylation, ADP-Glo luminescence | AID 2661;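 active = inhibition at or above 25%, using the most active replicate where run in duplicate; inactive = inhibition below 25%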
# Target sequence (Q9BYT3 whole entry, looked up): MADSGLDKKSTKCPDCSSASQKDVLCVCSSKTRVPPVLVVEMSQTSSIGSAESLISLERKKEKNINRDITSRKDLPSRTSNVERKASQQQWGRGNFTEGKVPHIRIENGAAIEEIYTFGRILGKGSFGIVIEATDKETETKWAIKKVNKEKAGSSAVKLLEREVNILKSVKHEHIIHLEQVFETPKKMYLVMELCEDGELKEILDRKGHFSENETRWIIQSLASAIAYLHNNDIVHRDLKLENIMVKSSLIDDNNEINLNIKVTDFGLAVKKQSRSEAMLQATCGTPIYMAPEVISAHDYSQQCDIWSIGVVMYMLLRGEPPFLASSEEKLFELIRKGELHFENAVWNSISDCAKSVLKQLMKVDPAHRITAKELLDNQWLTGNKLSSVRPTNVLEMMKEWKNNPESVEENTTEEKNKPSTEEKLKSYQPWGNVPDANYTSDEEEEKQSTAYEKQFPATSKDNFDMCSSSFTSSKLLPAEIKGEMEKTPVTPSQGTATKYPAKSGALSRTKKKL
# Active calls of the source: *; . = not tested or not shown.
SMILES,OX1R antag,STK33 inh
C/C(=N\NC(=O)c1nnn(-c2nonc2N)c1CN(C)c1ccccc1)c1ccccc1O,55*,-1.0
NC(=O)c1ccc(N2CCN(S(=O)(=O)c3ccccc3)CC2)c([N+](=O)[O-])c1,56,0.3
CCOC(=O)C1=C(N)Oc2cc(O)ccc2C1c1cccc(Cl)c1 (stereo unspecified),17,0.3
Nc1ccn(CC(=O)NCCc2ccccn2)c(=O)n1,1,3.4
O=C(c1ccccc1)N1CCN(c2ncnc3c(-c4ccccc4)nsc23)CC1,7,0.6
Cc1nn(C(C)C(=O)Nc2ccccc2Cl)c(=O)c2nn(-c3ccccc3)c(C)c12 (stereo unspecified),0,-1.6
C[C@H]1CN=C(Nc2ccccc2)N1CC1CCCCC1,19,-1.4
CC1CCN(C(=O)C2CCCN(S(=O)(=O)c3ccc4c(c3)CC(C)N4C(=O)C3CC3)C2)CC1 (stereo unspecified),12,-2.3
COC(=O)CNC(=O)COC(=O)Cc1ccc(Cl)cc1,3,0.5
CCS(=O)(=O)N1CCN(c2cc3c(cc2[N+](=O)[O-])n(C)c(=O)n3C)CC1,56,-0.7
Cn1c(SCc2cccc(Br)c2)nc2c1c(=O)[nH]c(=O)n2C,-5,-0.3
COc1ccc(OCc2nnc(SCc3ccc(C(=O)O)cc3)o2)cc1,7,-1.6
COc1ccccc1CCC(=O)Nc1cc(S(=O)(=O)N2CCCCC2)ccc1N1CCN(C)CC1,13,-1.7
CC(C)n1ncc2c(C(=O)NCc3ccccc3CN(C)C)cc(C3CC3)nc21,-1,1.2
Cc1cc(C)nc(-n2nc(C)c3c(=O)[nH]c(C(F)(F)F)nc32)n1,24,0.7
Cc1ccc(S(=O)(=O)CCC(=O)OCC(=O)NCc2ccc(Cl)cc2)cc1,15,-1.7
CCOC(=O)N/N=C(\CCC(=O)O)c1cccs1,4,-1.5
Cc1ccc(S(=O)(=O)N(C)c2ccc(OCc3cccc(C)c3)cc2)cc1,17,0.7
COc1ccc(C)cc1NS(=O)(=O)c1ccc2c(c1)NC(=O)C(C)S2 (stereo unspecified),34,-2.2
CC(=O)N1CCN(CC(=O)Nc2ccccc2Sc2ccc(Cl)cc2)CC1,24,0.9
Cc1ccc(NC(=O)COC(=O)C2CC2)cc1S(=O)(=O)N1CCOCC1,4,-0.6
CCOc1ccccc1Nc1nnc(SCC(=O)Nc2cc(C)on2)s1,4,-1.4
O=c1c2cccc(Cl)c2nc2n1Cc1ccccc1-2,2,0.0
Cc1nnc(N(Cc2ccccc2)C(=O)c2cnccn2)s1,12,-0.6
C[C@]12CC[C@@H]3c4ccc(O)cc4CC[C@H]3[C@@H]1C[C@@H](O)[C@@H]2O,21,0.3
O=C(NCc1ccccc1Br)c1cccc2c1C(=O)c1ccc(N3CCOCC3)cc1S2(=O)=O,1,-0.1
COc1ccccc1N(C)S(=O)(=O)c1ccc(Cl)c(C(=O)NNC(=O)c2ccccc2O)c1,47,-0.5
CCOC(=O)c1c(NC(=O)CCl)sc(C(=O)N(CC)CC)c1C,21,0.2
O=C1c2cccnc2C(Nc2ccccc2)N1Cc1ccco1 (stereo unspecified),14,-0.5
COC(=O)C1=CN(c2ccc(F)cc2)C=C(C(=O)OC)C1c1cccc(Br)c1,.,0.3
COC(=O)c1nc(NC(=O)C(C)C)n[nH]1,14,-1.8
CC(C)(CNC(=O)c1ccccc1NS(C)(=O)=O)N1CCCCC1,11,-1.1
CCCS(=O)(=O)c1csc(C(=O)OC)c1N,9,-1.6
Cc1[nH]c2ccc(-c3nnc(SCC(=O)c4ccc(F)cc4)o3)cc2c1C,10,-0.9
CCCC(=O)Nc1ccccc1NC(=O)CN(C)S(=O)(=O)c1ccc(C)cc1,8,4.9
CC1(C)CC(=O)C(C(C2=C(O)CC(C)(C)CC2=O)c2ccc(O)c([N+](=O)[O-])c2)=C(O)C1,15,-1.5
CNc1nc(C)c(C#N)c(-c2ccccc2)c1C(C)=O,21,4.4
CCNC(=S)N(Cc1ccco1)Cc1cc2cc(OCC)ccc2[nH]c1=O,34,0.7
Cc1nn(C(C)C(=O)NCC2CCCO2)c(=O)c2c1sc1ccccc12 (stereo unspecified),13,2.2
COC(=O)/C=C/c1cnc[nH]1,7,-0.9
O=C(CSc1ncnc2c1oc1ccccc12)NC1CCCCC1,13,-1.0
CC1(C)Cc2nc3oc4c(NCCCN5CCOCC5)ncnc4c3cc2CO1,7,-1.4
O=C(c1ccc(-n2cncn2)c([N+](=O)[O-])c1)N1CCN(c2cccc(Cl)c2)CC1,20,-0.9
N#CC1=C(N)Oc2cc(N)ccc2C1c1ccccc1Cl (stereo unspecified),.,-1.2
CCOc1c(Br)cc(CNc2ccc3c(c2)OCCO3)cc1OC,5,-0.5
Cc1cccc(C(=O)NCc2nnc3c4ccccc4c(-c4ccccc4)nn23)c1,19,9.0
Brc1ccc(-c2nnc(Cc3ccccc3)o2)cc1,7,-1.4
CCOC(=O)c1ccc(NS(=O)(=O)CC)cc1,12,-0.1
CC(C)=NN/C(N)=N/C(=S)Nc1ccc(C)cc1,11,-3.3
CCCCn1c(=N)n(CC(=O)c2ccc(OC)cc2)c2ccccc21,6,-1.7
O=c1[nH]c(/C=C/c2cccc([N+](=O)[O-])c2)c([N+](=O)[O-])c(=O)[nH]1,26,-2.5
CCC(=O)NCCc1nc2cc(NC(=O)Nc3ccccc3)ccc2n1C,-3,-1.0
COC(=O)[C@H](CCSC)NC(=O)Nc1ccc(C)cc1,14,-1.8
CS(=O)(=O)N(CC(=O)N1CCCC1)c1cc(Cl)c(Cl)cc1Cl,8,0.9
O=C(Nc1ccc(NC(=O)c2sc3ccccc3c2Cl)cc1)c1ccco1,10,-1.5
O=C(CN1C(=O)/C(=C/c2ccccc2F)Sc2ccccc21)NCC1CCCO1 (stereo unspecified),66*,-0.8
Cc1ccc(S(=O)(=O)Nc2ccc(N=Nc3ccc(O)cc3)cc2)cc1,21,-0.1
COc1ccccc1N(CN1CCCC1=O)C(=O)c1c(F)cccc1F,10,-0.9
CCOC(=O)Cc1csc(NC(=O)CSc2nnc(C)n2C)n1,18,0.5
Cc1[nH]c2ccccc2c1C(=O)CN1C(=O)C(=O)N(Cc2ccco2)C1=O,31,-0.5
# Going on with the list:
SMILES,OX1R antag,STK33 inh
O=C(Nc1ccc([N+](=O)[O-])cc1)c1cn(-c2ccccc2)nc1-c1cc2ccccc2o1,10,-0.4
C#CCOCCOCCOCCNc1nc(N2CCN(C(=O)CCCCCCCCCCNC(=O)[C@H](CO)n3cc(CCCSC)nn3)CC2)nc(N2CCN(C(=O)CCCCCCCCCCNC(=O)[C@H](CCCCN)n3cc(C[C@@H](C)CC)nn3)CC2)n1,-10,3.5
CN(C)S(=O)(=O)c1ccc(C(=O)NCc2ccc3[nH]c4c(c3c2)CCCC4)cc1,7,-1.7
CC1CCC(NC(=O)CCC(=O)N2CC(C)Oc3ccccc32)CC1 (stereo unspecified),4,.
CCOC(=O)c1c(NC(=O)c2ccc(Cl)cc2)csc1C,10,.
C=CCN(c1ccccc1)S(=O)(=O)c1cccc(C(=O)Nc2ncccc2C)c1,13,0.8
CCN(CC)c1ccc(N=CN2CCOCC2)cc1,16,0.4
CCCNc1ccc(S(=O)(=O)N(C(C)C)C(C)C)cn1,6,-2.1
CCCCC(CC)C(=O)Nc1ccccc1C(=O)NC(C)C (stereo unspecified),7,-2.0
CC(C)NC(=O)COc1ccc(S(=O)(=O)N2CCCC2)cc1,1,-0.2
O=C(CSc1ccc2ccccc2n1)NC1CC1,1,-0.8
C=C(C)CSc1nc2ccccc2c(=O)n1-c1c(C)n(C)n(-c2ccccc2)c1=O,13,-1.2
COC(=O)c1ccc(NC(=O)C2CCCN2C(=O)OCc2ccccc2)cc1 (stereo unspecified),10,-0.7
COc1ccc(CCC(=O)NCc2cccc(C(F)(F)F)c2)cc1,15,-0.4
CN(CC(=O)Nc1ccc(F)cc1)CC(=O)N(C)C1(C#N)CCCCC1,7,0.5
CCN(CC)C(=O)c1cc(S(=O)(=O)N2CCCCC2)c[nH]1,11,0.9
COc1cc(OC)cc(OC(=O)C2CCN(S(=O)(=O)c3ccc(OC)c(OC)c3)CC2)c1,15,-3.0
O=S(=O)(NCCOCC(F)(F)F)c1ccc2oc3ccccc3c2c1,66,0.5
CCS(=O)(=O)N1N=C(c2ccc(NS(C)(=O)=O)cc2)CC1c1ccccc1 (stereo unspecified),-2,-0.1
O=C(NCc1ccc(Cl)c(Cl)c1)C1CCCC1,-4,-2.0
Cc1n[nH]c(C)c1CCN(C)Cc1cn(C)nc1-c1ccc2c(c1)OCCO2,9,-0.4
COc1ccc(CNC(=O)C(c2ccco2)N(C(=O)c2csnn2)c2cccc(C)c2C)cc1 (stereo unspecified),18,-0.7
COc1ccc(NC(=O)CN(C)CC(=O)NC(=O)NC2CCCCC2)cc1,6,-0.4
COc1ccccc1OCCNC(=O)c1ccc(Br)cc1,4,0.1
O=[N+]([O-])c1ccc(Sc2ccccn2)nc1,73*,-1.3
O=C1C2C(C(=O)N1/N=C/c1ccc([N+](=O)[O-])o1)C1C=CC2C12CC2 (stereo unspecified),80*,-1.4
O=C(COC(=O)/C=C/c1ccco1)Nc1ncc(Cl)cc1Cl,7,0.2
COc1ccc(CN2CCC(=O)N(CCO)CC2)cc1OC,11,2.3
CO/N=C/c1ccc(N2CCN(C(=O)c3ccc(F)cc3)CC2)c([N+](=O)[O-])c1,10,-2.0
COc1cccc(C2/C(=C(/O)c3ccc(C)cc3)C(=O)C(=O)N2Cc2ccco2)c1 (stereo unspecified),17,-1.3
C/C(=C\c1ccccc1)C(=O)NCCN1CCOCC1,21,1.3
O=C(Nc1ccccc1[N+](=O)[O-])c1cncc(Br)c1,21,-2.8
CN(C)c1ccc(/C=N/NC(=O)c2sccc2-n2cccc2)cc1,20,-1.8
Cn1ncc2c(=O)n(CC(=O)NC34CC5CC(CC(C5)C3)C4)cnc21,16,0.3
COC(=O)C1=C(C(=O)OC)[N+]2=C3N(C(=O)NC2(C)C)[C@H](CO)C[C@@]32c3ccccc3N(Cc3ccccc3)[C@@H]12,24,-0.1
CCCCNS(=O)(=O)c1ccc(OC)c(Cl)c1Cl,12,-0.5
Cc1ccc(NC(=O)CCN2C(=O)C3CCCCC3C2=O)cc1[N+](=O)[O-] (stereo unspecified),15,-2.0
COC(=O)CCC(=O)Nc1ccc(Cl)c(Cl)c1,4,0.2
CCn1c(NC(=O)c2ccccc2)nc2ccccc21,25,14
Cc1cnc(NC(=O)CN2CCN(c3ccccc3F)CC2)s1,2,0.1
O=c1c2ccccc2c(C=NC2CCS(=O)(=O)C2)c(O)n1-c1ccccc1 (stereo unspecified),10,-1.0
Cc1ccc(C(=O)OCC(=O)N2CC(C)CC(C)C2)cc1S(=O)(=O)N1CCCCC1 (stereo unspecified),18,-1.3
CCCn1c(=N)c(S(=O)(=O)c2ccc(F)cc2)cc2c(=O)n3cccc(C)c3nc21,7,1.5
c1cc2c(cc1-n1cnnn1)OCO2,15,-1.0
COc1ccc(C2(O)CN(c3ccccc3)C3=[N+]2CCS3)cc1OC (stereo unspecified),28,-0.9
CCC(CC)NC(=O)COC(=O)c1cccc(C)c1O,22,0.7
CCCn1c(N)c(C(=O)CN2CCN(S(=O)(=O)c3cccs3)CC2)c(=O)[nH]c1=O,5,-1.8
Cc1cccc(NC(=O)CCc2nnc3ccc(NCc4ccco4)nn23)n1,2,0.6
CC(=O)Nc1ccc(-c2csc(NC(=O)Cc3cccc(F)c3)n2)cc1,7,0.5
Nc1nc(NC(=O)c2ccccc2Cl)nn1-c1ccccc1,9,-0.5
CCOC(=O)N1CCN(c2cc(N3CCOCC3)c(F)cc2[N+](=O)[O-])CC1,3,-4.3
CSc1ccccc1NC(=O)c1cc(C2CC2)on1,14,-0.3
CN1CCN(c2ccccc2/C=C2/C(=O)Nc3ccccc32)CC1,11,-0.7
COc1ccc(Cl)cc1NC(=O)Cc1c(F)cccc1Cl,15,-1.2
CCOc1ccc(NC(=S)N2c3ccccc3CC2C)cc1 (stereo unspecified),8,-1.2
O=C(CCc1nc2ccccc2c(=O)[nH]1)NCCN1C(=O)S/C(=C\c2ccccc2Cl)C1=O,11,-0.1
Cc1ccc(NC(=O)CSc2nnc(N)s2)cc1S(=O)(=O)N1CCOCC1,10,-0.4
Cc1csc(SCC(=O)NCc2cccc(Cl)c2)n1,17,0.0
CSc1nnc(-c2cnccn2)n1CCCN1CCCC1=O,18,0.6
O=C(O)CSCC(=O)N1CCN(S(=O)(=O)c2ccccc2)CC1,-2,-0.6
COc1cc(C(=O)NCCOc2ccccc2)cc(OC)c1OC,-2,-1.0
COC(=O)c1cccc(C(=O)N2CCC(CO)(CCc3ccccc3)CC2)c1,8,-0.7
